# FN deposit inh: fibronectin deposition inhibition; 350,000 tested, 0.086% active; inhibition, % at 12.6 µM; AH1F fibroblasts, Alexa488-fibronectin deposition fluorescence, overnight;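 active = mean inhibition across replicates of 30% or more, regardless of how many single replicates reach that level; inconclusive = mean under 30% yet at least half of replicates reach 30%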;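 note: positive control wells lacked labelled fibronectin entirely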
#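 Material – AH1F fibroblast monolayer, labelled fibronectin deposition · Reagent – labelled fibronectin 24 nM · Timing – 1 h adhesion, overnight exposure · Measured by – fluorescence at 485 nm excitation, 525 nm emission · Read-out – inhibition of fibronectin deposition signal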
# S100A4 inh HTS: blocks human S100A4 binding to myosin IIA peptide. S100A4/TAMRA-MyoIIA peptide fluorescence polarization. inhibition, % at 10.7 µM. 360,000 tested, 0.14% active;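 active = mean inhibition of at least 70% across replicates, with every replicate also reaching that level; inconclusive = mean inhibition reaches 70% but some replicates fall short; inactive = mean inhibition below 70%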
#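 Material: human S100A4 monomer with TAMRA-labelled myosin IIA peptide; buffer or medium: HEPES pH 7.2 with CaCl2, KCl, NaCl, DTT, Triton; compound dosing: one concentration per compound; schedule: 5 min incubation before reading; benchmarks: neutral control DMSO, positive control TFP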
# EWS-Fli block: blocks EWS/Fli oncoprotein-driven transcription | A673 NR0B1-luciferase reporter, viability-normalised | inhibition, % at 12.6 µM | 350,000 tested, 0.67% active;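 active = mean inhibition of at least 50% after viability correction, with every replicate also passing that limit; inconclusive = mean reaches 50% but only one of two replicates passes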;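 note: firefly luciferase signal divided by Alamar Blue viability fluorescence both relative to DMSO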
# esBAF inh: inhibitors of esBAF chromatin remodeling in mouse ES cells; Bmi1-luciferase knock-in reporter, 24 h; 100% = twice the neutral-well signal; reporter increase, % at 12.5 µM; 350,000 tested, 2% active; AID 602393; in the data active = activation above about 40%; inconclusive = no clear call, values can overlap the other calls;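 note: 0% = median of the plate's neutral control wells and 100% = double that signal; a rise in the Bmi1 reporter signal indicates esBAF inhibition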
# XiGFP reactiv: activators of X-chromosome reactivation in mouse fibroblasts; 360,000 tested, 0.055% active; activation, % at 7.58 µM; XiGFP mouse fibroblasts, % GFP-positive cells imaging, 3 d; cells co-treated with 5-aza-dC sensitizer; scaled so ellipticine positive control = 100%;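 active = mean normalized replicate activation at least 10% and every replicate at or above 10%; inconclusive = only one of the two criteria met; inactive = mean below 10% and not all replicates reach 10%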;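 note: 0% = median of on-plate neutral control wells and 100% = ellipticine 6 µM median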
#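 material = 68-5-11 XiGFP fibroblast line | medium = DMEM plus 5-aza-dC sensitizer | schedule = 3 days compound exposure | benchmarks = positive control ellipticine, 6 µM final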
# RAD52 anneal inh: RAD52 (human) annealing inhibition. inhibition, % at 18.7 µM. P43351. recombinant RAD52 DNA annealing, FRET fluorescence. 360,000 tested, 0.46% active;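 active = every replicate showing at least 50% inhibition; inconclusive = mean inhibition at least 50% but not in every replicate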
# Target sequence (P43351 whole entry, looked up): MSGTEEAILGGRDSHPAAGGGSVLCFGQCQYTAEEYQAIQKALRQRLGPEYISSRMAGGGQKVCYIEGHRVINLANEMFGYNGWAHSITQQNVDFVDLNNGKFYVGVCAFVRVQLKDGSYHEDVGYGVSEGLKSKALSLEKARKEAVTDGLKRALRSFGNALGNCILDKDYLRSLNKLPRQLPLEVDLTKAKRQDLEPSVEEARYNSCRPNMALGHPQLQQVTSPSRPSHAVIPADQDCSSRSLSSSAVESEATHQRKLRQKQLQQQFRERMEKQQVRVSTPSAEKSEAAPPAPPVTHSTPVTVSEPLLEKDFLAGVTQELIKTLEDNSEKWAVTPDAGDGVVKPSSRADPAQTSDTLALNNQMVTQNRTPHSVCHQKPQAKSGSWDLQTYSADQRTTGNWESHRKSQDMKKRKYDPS
# RAD54 inh: inhibitors of human RAD54 branch migration. AID 602329. 360,000 tested, 0.14% active. RAD54 Holliday junction branch migration, FAM/BHQ fluorescence. inhibition, % at 10.4 µM;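 active = mean normalized replicate activity at least 40 and at least half of replicates scoring 40 or more; inconclusive = only one of the two criteria met; inactive = mean below 40 and under half of replicates reaching 40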;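 note: 0% = median of neutral control wells and 100% = median of positive control wells; inhibitors cause a drop in the FAM fluorescence signal; in these data hits start at about 50%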
# E-sel inducer: induces E-selectin expression in human endothelial cells; activation, % at 7.58 µM; HUVEC E-selectin immunofluorescence imaging; normalized: neutral wells 0, TNF-alpha wells 100; 260,000 tested, 0.37% active; P16581;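 active = mean E-selectin-positive cell signal at least 10% of the positive control, reached in at least 60% of replicates, without over 20% cell loss; inconclusive = no rule given, readout overlaps actives, possibly toxicity-flagged; inactive = the rest, including those meeting only one limit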;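 note: in these data hits start at about 27%; measured in HUVEC primary endothelial cells; signal is the percent of cells scored E-selectin positive by PE staining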
# Target sequence (P16581 whole entry, looked up): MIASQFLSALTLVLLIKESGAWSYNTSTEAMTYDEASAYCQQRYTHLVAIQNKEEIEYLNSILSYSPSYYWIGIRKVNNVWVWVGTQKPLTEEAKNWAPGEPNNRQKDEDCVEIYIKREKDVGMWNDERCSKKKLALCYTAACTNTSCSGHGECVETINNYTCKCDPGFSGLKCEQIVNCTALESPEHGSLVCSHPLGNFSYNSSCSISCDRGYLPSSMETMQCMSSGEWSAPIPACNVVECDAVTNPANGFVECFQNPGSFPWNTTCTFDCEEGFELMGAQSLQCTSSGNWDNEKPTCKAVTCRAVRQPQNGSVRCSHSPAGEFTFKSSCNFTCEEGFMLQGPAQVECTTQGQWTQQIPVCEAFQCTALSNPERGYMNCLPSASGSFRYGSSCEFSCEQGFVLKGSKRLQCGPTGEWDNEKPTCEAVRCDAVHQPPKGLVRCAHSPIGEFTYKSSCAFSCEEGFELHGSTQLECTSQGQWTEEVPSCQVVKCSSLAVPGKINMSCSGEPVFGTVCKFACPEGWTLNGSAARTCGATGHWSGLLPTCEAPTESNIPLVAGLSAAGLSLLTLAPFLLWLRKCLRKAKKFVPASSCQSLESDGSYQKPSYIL
#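 assay system = HUVEC, human umbilical vein endothelial cells | input = 3,000 HUVEC seeded per well | medium = EGM-2 growth medium on 0.1% gelatin-coated wells | dosing = one compound dose added by pin transfer | signal = immunofluorescence imaging | read-out basis = % PE-positive cells | control set = TNF-alpha, DMSO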
# * = called active by the depositor; ? = inconclusive; nt = no result given.
canonical_smiles	RAD54 inh	esBAF inh	XiGFP reactiv	S100A4 inh HTS	E-sel inducer	RAD52 anneal inh	FN deposit inh	EWS-Fli block
COc1ccccc1-n1nc(C)cc1N	0	-6	0.5	-1	nt	-8	nt	2
Cc1ccsc1C(=O)N1CCC1(C)C(=O)NCCC#N (configuration not stated)	3	5	0.1	-2	0.0	-10	-1	2
O=C(CN1C(=O)COc2ccc(S(=O)(=O)N3CCCCCC3)cc21)NCc1ccc(F)cc1	6	-21	0.4	-6	-0.1	-17	3	-1
COC(=O)c1cc2ccccc2n1Cc1ccc(Cl)nc1	6	-7	0.0	-16	-0.1	-6	2	-7
CCN(CC)CCCNC(=O)C1CCN(C(=O)c2oc3cc4sc(N(C)C)nc4cc3c2C)CC1	33	7	0.1	4	nt	20	-4	nt
O=C(NOCc1ccccc1)c1ccc(Cl)cc1Cl	-9	-66	-0.1	-5	0.0	4	-1	50
C[C@H](CO)N1C[C@H](C)[C@@H](CN(C)C(=O)Nc2ccc3c(c2)OCO3)Oc2ccc(NC(=O)Nc3cccc4ccccc34)cc2CC1=O	2	0	-0.1	-3	0.4	7	nt	-5
CCOC(=O)CSc1nc(-c2ccccn2)ncc1OC	nt	nt	0.0	2	nt	-15	2	8
CCCn1c(=S)[nH]c2ccc(C(F)(F)F)cc21	-2	-9	0.0	-6	1.2	-23	5	11
Cc1ccc(OCC(=O)NCCCNC(=O)c2ccncc2)cc1C	-7	2	-0.1	3	0.0	8	-1	1
Cc1cc2cc(CCNC(=O)c3cccs3)c(=O)[nH]c2cc1C	9	82*	0.1	2	-0.1	-64	3	-83
COc1cccc(NC(=O)CN2C(=O)COc3ccc(Cl)cc32)c1	-4	1	0.1	0	nt	-10	-5	-1
C[C@@H](NC(=O)C[C@@H]1CC[C@@H]2[C@H](COC[C@@H](O)CN2C(=O)Nc2cccc(F)c2)O1)c1ccccc1	1	11	0.0	-15	-0.1	1	0	-15
Cc1ccccc1S(=O)(=O)N1CCCCN2[C@H](CO)[C@@H](c3ccc(-c4cccnc4)cc3)[C@@H]2C1	10	5	0.1	10	-0.8	5	nt	11
O=[N+]([O-])c1cccc(Cl)c1CSc1ccccn1	nt	nt	0.0	-15	-7.3	-12	-5	-3
CCn1c(-c2ccc(N)cc2)nc2ccccc21	8	22	-0.1	-7	nt	-33	-1	-50
CC(C)C(NC(=O)c1ccc(F)cc1)C(=O)N1CCN(c2ccccn2)CC1 (configuration not stated)	-1	1	0.2	-1	-0.4	-1	-3	15
CC(=O)c1ccc(NC(=O)C(=O)c2cn(CC(=O)N3CCCCC3)c3ccccc23)cc1	-11	2	0.0	-5	nt	3	5	-10
O=C(N[C@@H]1CC[C@H](CCNC(=O)C2CCC2)O[C@H]1CO)c1ccncc1	-4	-1	-0.2	15	-0.2	12	-6	-2
COc1ccc(S(=O)(=O)N2CCC3(CC2)CN(Cc2ccccc2OC)[C@@H](CO)c2[nH]c4cc(OC)ccc4c23)cc1	nt	nt	0.0	-2	-0.6	52*	nt	20
COc1ccc(OC)c(S(=O)(=O)NCC2CCN(C(=O)C(=O)c3cc4ccccc4o3)CC2)c1	nt	nt	0.0	7	0.0	-11	-1	9
COc1cc2c(cc1OC)C(c1ccc(N(C)C)cc1)NCC2 (configuration not stated)	4	1	0.3	28	0.3	-9	0	-1
CCOC(=O)C1=C(C)NC(=O)CC1c1cc(OC)c(OC)cc1Br (configuration not stated)	3	0	0.0	-7	nt	-13	6	-7
COc1cccc(CNC(=O)C[C@H]2C=C[C@H](NS(=O)(=O)c3ccccc3OC)[C@H](CO)O2)c1	2	-3	0.7	-15	0.2	1	nt	6
O=C(O)C[C@@H]1CC[C@@H](NC(=O)CCN2CCCCC2)[C@@H](CO)O1	nt	nt	-0.1	-3	-0.2	-4	-1	-7
Cc1cc2cc(CNC(=O)c3ccc(S(=O)(=O)N4CCCCC4)cc3)ccc2[nH]1	-14	-2	0.2	48	?	-26	-2	-6
O=C(COC(=O)Cc1ccc(Cl)cc1)NCc1ccco1	nt	nt	0.0	-3	0.0	-11	nt	0
COc1cc(CN(CC2CCCO2)C(=O)c2ccco2)cc(OC)c1OC (configuration not stated)	-6	3	-0.1	-3	nt	-7	2	nt
CCN(CC)S(=O)(=O)c1ccc(NN=C2CCN(C)CC2)c([N+](=O)[O-])c1	-11	-8	0.0	-5	2.3	-20	-11	5
COCC(=O)N(C[C@@H]1N[C@@H](CO)[C@@H]1c1ccc(-c2cccnc2)cc1)C(C)C	-2	0	0.2	-2	0.1	-3	-2	-6
O=C(O)C(Cc1ccc(F)cc1)c1ccccc1 (configuration not stated)	-5	3	0.0	8	nt	4	-3	11
CCOc1ccc(N(Cc2ccc(OC)c(OC)c2)C(=O)c2ccco2)cc1	nt	nt	0.0	3	nt	-11	3	4
O=C(Nc1nccs1)c1nc[nH]c1C(=O)N1CCc2ccccc2C1	-1	3	0.3	-3	0.0	-13	-1	-4
Cc1ccc(NS(=O)(=O)c2ccc(C(=O)N3CCCC(C(F)(F)F)C3)cc2)cc1 (configuration not stated)	9	-5	0.2	-2	nt	-3	8	14
COc1cc(CN2C(=O)C(CCc3ccccc3)ON=C2c2cnccn2)cc(OC)c1 (configuration not stated)	0	6	0.0	1	nt	-14	-1	-6
CC(=O)NC(CC(=O)Nc1nccs1)c1ccccc1 (configuration not stated)	10	2	-0.1	1	1.9	-1	-1	-12
COc1ccc(Nc2nc3ccc(C)cn3c(=O)c2/C=N/O)cc1	15	0	0.0	-2	0.6	-20	7	-3
COc1ccc(C2=NS(=O)(=O)N(C)C(C(=O)NC3CCCC3)=C2)cc1	6	0	0.0	-4	nt	-10	7	4
COc1ccccc1C1CCN(C(=O)c2ccc(C(C)(C)C)cc2)CC1	-17	5	0.2	-5	?	-8	1	19
CC(C)C(=O)N1CCN(c2ccc([N+](=O)[O-])cc2Cl)CC1	nt	nt	-0.1	1	nt	-15	5	-14
c1ccc(Cc2cc[n+](Cc3ccccn3)cc2)cc1	nt	nt	0.1	-3	45*	-25	-4	7
COc1ccc(NC(=O)Nc2ccc3c(c2)C(=O)N([C@@H](C)CO)C[C@@H](C)[C@H](CN(C)C(=O)Nc2ccc(C(F)(F)F)cc2)O3)cc1	-1	4	0.3	5	-4.3	21	nt	2
Cc1ccc(Cn2cc(CN3CC(N(C)C)CS3(=O)=O)nn2)cc1 (configuration not stated)	nt	nt	-0.1	0	0.7	-8	2	6
CCN(C(=O)CSc1nnc(C(C)N(C)C)n1-c1ccc(F)cc1)C1CCS(=O)(=O)C1 (configuration not stated)	-10	-2	0.1	6	nt	-8	-4	0
CCOc1ccc(N(CCCCO)C(=S)NC(=O)c2ccc(C)c(Br)c2)cc1	nt	23	0.1	6	nt	-5	1	0
OC(COc1ccccc1)CN1CCN(CC(O)COc2ccccc2)CC1 (configuration not stated)	nt	nt	-0.6	-4	0.5	-13	10	-7
O=C(C[C@H]1CC[C@H]2[C@@H](COC[C@H](O)CN2Cc2cccc(C(F)(F)F)c2)O1)NCc1ccc(F)cc1	5	6	0.2	-6	0.1	-4	-19	15
C[C@H]1CN([C@@H](C)CO)C(=O)c2cccc(NC(=O)NC3CCCCC3)c2O[C@H]1CN(C)Cc1ccc(C(F)(F)F)cc1	4	0	0.2	14	-0.1	5	8	10
O=S(=O)(NCCC1CC1(Cl)Cl)c1ccccc1 (configuration not stated)	nt	-6	0.1	3	-0.2	-2	-5	-3
N=c1sccn1CC(=O)Nc1cc(Cl)ccc1[N+](=O)[O-]	nt	nt	0.0	-5	nt	-2	-16	5
COc1ccc(NC(=O)N[C@H]2CC[C@H](CCn3cc(-c4ccccc4)nn3)O[C@H]2CO)cc1	1	10	-0.9	16	0.8	-2	nt	10
C[C@@H]1CN([C@H](C)CO)S(=O)(=O)c2ccc(-c3ccncc3)cc2O[C@H]1CN(C)S(=O)(=O)c1ccccc1F	-5	5	-0.9	1	-0.7	14	8	5
O=C(N[C@H]1CC[C@H](CCn2cc(C3CCCCC3)nn2)O[C@@H]1CO)c1cccnc1	3	-4	0.3	4	-0.1	-14	-18	-4
C[C@@H]1CCCCO[C@@H](CN(C)S(C)(=O)=O)[C@@H](C)CN([C@H](C)CO)C(=O)c2cc(NC(=O)C3CCCCC3)ccc2O1	1	-4	1.8	5	-0.2	-1	nt	-3
O=C(NC[C@H]1[C@@H](c2ccccc2)[C@@H](CO)N1Cc1ccccc1)c1ccccn1	nt	nt	0.0	4	-0.3	-13	nt	nt
CC(C(=O)Nc1cccc(S(=O)(=O)N2CCOCC2)c1)N1CCN(C)CC1 (configuration not stated)	-2	-3	0.3	-12	nt	-5	-1	0
Cc1ccc(S(=O)(=O)N2[C@@H](c3ccc(Br)cc3)C(C(=O)O)=CC[C@H]2c2ccc(C(C)C)cc2)cc1	-1	7	0.0	1	0.2	-6	-5	-1
COc1ccc(C=NN(C)C(=O)Nc2cccc(Cl)c2)cc1OC	nt	nt	0.4	0	0.1	-45	16	-10
Cc1ccccc1N=C1N=C(N)c2ccccc21	3	nt	0.0	4	nt	-17	-1	7
Cc1cc(C)cc(NC(=O)CSc2nc(CSc3ccc(Cl)cc3)cc(=O)[nH]2)c1	-5	0	0.0	2	0.1	-14	-2	-10
O=C(c1ccncc1)c1ccc(N2CCN(C3CC(=O)N(Cc4cccs4)C3=O)CC2)cc1 (configuration not stated)	-1	5	-0.1	8	nt	-16	-7	13

# Whole records, looked up by structure:
# Cc1ccccc1N=C1N=C(N)c2ccccc21 is entered as RAD54 inh = 3; esBAF inh = nt; XiGFP reactiv = 0.0; S100A4 inh HTS = 4; E-sel inducer = nt; RAD52 anneal inh = -17; FN deposit inh = -1; EWS-Fli block = 7
# C[C@@H]1CN([C@H](C)CO)S(=O)(=O)c2ccc(-c3ccncc3)cc2O[C@H]1CN(C)S(=O)(=O)c1ccccc1F is entered as RAD54 inh = -5; esBAF inh = 5; XiGFP reactiv = -0.9; S100A4 inh HTS = 1; E-sel inducer = -0.7; RAD52 anneal inh = 14; FN deposit inh = 8; EWS-Fli block = 5

# Compounds as they come. Share with any hit: about 3%.
